OX1R antag-1 = blocks the human orexin 1 receptor | O43613 | OX1R-expressing cells, FRET antagonist read-out | inhibition, % at 6.6 µM | 330,000 compounds, 1.8% hits | AID 485270; in the data active = inhibition mostly above about 38%, no sharp cut-off; inactive = mostly below about 40%;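 note: 0% = agonist challenge alone and 100% = reference antagonist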
Target sequence (O43613 whole entry, looked up): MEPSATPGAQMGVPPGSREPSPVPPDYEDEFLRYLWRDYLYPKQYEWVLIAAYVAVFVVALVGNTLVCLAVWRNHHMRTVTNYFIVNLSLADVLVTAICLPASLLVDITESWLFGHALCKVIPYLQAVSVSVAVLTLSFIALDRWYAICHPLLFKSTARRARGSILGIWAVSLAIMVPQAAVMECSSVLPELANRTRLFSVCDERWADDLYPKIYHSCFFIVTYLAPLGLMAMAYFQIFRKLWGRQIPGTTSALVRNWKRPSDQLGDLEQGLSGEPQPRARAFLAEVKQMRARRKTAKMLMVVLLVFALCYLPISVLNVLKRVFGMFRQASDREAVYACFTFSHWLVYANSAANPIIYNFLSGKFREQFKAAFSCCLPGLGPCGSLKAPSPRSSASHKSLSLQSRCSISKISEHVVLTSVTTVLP
OX1R antag-2 = antagonists of human orexin 1 receptor. 330,000 compounds, 0.43% hits. CHO/OX1R cells, Fluo-8 calcium fluorescence, orexin A. AID 434989. O43613. inhibition, % at 5 µM;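 active = inhibition above its plate's threshold, mean inhibition of all tested compounds on the plate plus 3 SD, cut at about 37% in these data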;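 note: 0% = orexin A challenge wells and 100% = SB-334867-A antagonist wells; not every result past the cut was called active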
Numbers without * were called inactive. An unsorted share of the library; any-hit rate near 2.1%.

1. Cc1cc(C)cc(NC(=O)c2cc(C)nc3ccccc23)c1
2. CC(C)OC(=O)CSc1nnc(SCc2cccc3ccccc23)s1
3. COc1ccc(CCNC(=O)CCC(=O)N2CCN(S(=O)(=O)c3ccccc3)CC2)cc1OC
4. O=C1C2C3C=CC(CNS(=O)(=O)c4ccccc4[N+](=O)[O-])(O3)C2C(=O)N1c1ccccc1 (stereo unspecified)
5. Cc1ccc(CN(C)c2nc(-c3cccnc3)nc3ccccc23)o1
6. COc1ccc(CNC(=O)C2CCN(c3nc(OC)nc(OC)n3)CC2)cc1
7. Cc1sc2nc(CSCC(=O)Nc3c(F)cccc3F)[nH]c(=O)c2c1C
8. CCOC(=O)C1=C(C)N(CCCC(=O)NCc2ccc3c(c2)OCO3)C(=O)NC1c1ccc(Br)cc1 (stereo unspecified)

assay / compound	1	2	3	4	5	6	7	8
OX1R antag-1	18	26	10	11	11	10	16	11
OX1R antag-2	-33	-18	-22	-29	-26	-24	-27	-5

9. CC1CCCC(NC(=O)C2CCN(S(=O)(=O)N3CCOCC3)CC2)C1C (stereo unspecified)
10. Cn1cc(C=O)c2cc(S(=O)(=O)N3CCOCC3)ccc21
11. Cn1nc([N+](=O)[O-])nc1Oc1ccc(C(C)(C)C)cc1
12. Cc1nnc(SCC(=O)N2CCCc3ccccc32)[nH]c1=O
13. CC(Oc1ccccc1)c1ccnn1S(=O)(=O)c1ccccc1 (stereo unspecified)
14. On1c(-c2ccc(Cl)cc2)nc2ccccc21
15. CCN(CC)CCn1c(-c2ccc(C)cc2)nc(=S)c2c1CC(C)(C)OC2
16. CCCCCN1CC(=O)N2C(C)c3[nH]c4ccccc4c3C[C@H]2C1=O (stereo partly specified)

assay / compound	9	10	11	12	13	14	15	16
OX1R antag-1	8	2	36	8	25	14	1	-7
OX1R antag-2	-14	-16	-25	-16	-19	-13	-4	-42

17. CCN(Cc1ccccc1)C(=O)Cn1c(=O)n(CC(=O)NCc2ccco2)c(=O)c2sccc21
18. O=Cc1ccc(OCc2nnsc2Cl)cc1
19. CCOC(=O)C1=C(C)N(CCCCCC(=O)O)C(=O)NC1c1ccc(Cl)cc1 (stereo unspecified)
20. CN(CCCC(=O)Nc1ccc(Br)cc1F)S(=O)(=O)c1ccccc1
21. CC1/C(=N/O)CC(c2ccco2)NC1c1ccco1 (stereo unspecified)
22. Cc1cccc2cc(COC(=O)COc3ccccc3)c(=O)[nH]c12
23. Cc1ccc(-c2c[n+](=O)c3c(n2[O-])CCC3)cc1
24. O=C(COC(=O)c1ccccc1O)Nc1ccc(N2CCOCC2)cc1

assay / compound	17	18	19	20	21	22	23	24
OX1R antag-1	52*	9	18	10	12	3	17	14
OX1R antag-2	-1	-11	-1	-15	-23	-7	-3	-5

25. Cc1ccc(NC(=O)C(CC(C)C)NC(N)=O)cc1 (stereo unspecified)
26. CCC(C)N1C(=O)N(c2cccc(Cl)c2)C(C)(O)CC1(C)C (stereo unspecified)
27. C=CCOC(=O)C1=C(C)Nc2nnnn2C1c1cccc(OC)c1OC (stereo unspecified)
28. OCC(O)/C=N/Nc1nc(N2CCCCC2)nc(N2CCCCC2)n1 (stereo unspecified)
29. COC(=O)c1ccc(-c2ccc(/C=N/NC(=O)CC3(C)OCCCO3)o2)cc1
30. CC(=O)Nc1ccc(-n2c(C)nc(=O)c(-c3ccccc3)c2C)cc1
31. Cc1sc(NC(=O)C2CCCCC2C(=O)O)c(C(N)=O)c1-c1ccc(C(C)C)cc1 (stereo unspecified)
32. Cc1ccc(C(C)C)cc1OCC(=O)NCCCn1ccnc1

assay / compound	25	26	27	28	29	30	31	32
OX1R antag-1	16	4	18	-3	17	22	34	4
OX1R antag-2	-11	-41	-7	-35	-18	-4	-21	-7

33. Cc1ccc(C(=O)COC(=O)CNC(=O)c2ccccc2)s1
34. COc1ccc(C(=O)COC(=O)c2sc(C)nc2C)cc1F
35. CCOc1ccc(CCNC(=O)CCCN2C(=O)c3ccccc3C2=O)cc1OCC
36. CCC1=NN(C(=O)C(=O)Nc2ccc(Br)cc2)C(O)(C(F)(F)F)C1 (stereo unspecified)
37. CCc1cccc(OCC(=O)Nc2ccc(C(=O)O)cc2NC(=O)COc2cccc(CC)c2)c1
38. O=C(CCCn1c(=O)c2cccn2c2cccnc21)N1CCN(c2ccccc2F)CC1
39. CCCCN(c1ccccc1)c1ncnc(N)c1[N+](=O)[O-]
40. CC(C)c1ccc(NS(=O)(=O)c2ccc(-n3cccn3)cc2)cc1

assay / compound	33	34	35	36	37	38	39	40
OX1R antag-1	4	10	21	30	22	3	20	25
OX1R antag-2	-9	-13	-18	-3	7	-3	-15	-33

Shown with the structure last: 14 of the compounds above.
no.	OX1R antag-1	OX1R antag-2	SMILES
24	14	-5	O=C(COC(=O)c1ccccc1O)Nc1ccc(N2CCOCC2)cc1
25	16	-11	Cc1ccc(NC(=O)C(CC(C)C)NC(N)=O)cc1 (stereo unspecified)
26	4	-41	CCC(C)N1C(=O)N(c2cccc(Cl)c2)C(C)(O)CC1(C)C (stereo unspecified)
27	18	-7	C=CCOC(=O)C1=C(C)Nc2nnnn2C1c1cccc(OC)c1OC (stereo unspecified)
28	-3	-35	OCC(O)/C=N/Nc1nc(N2CCCCC2)nc(N2CCCCC2)n1 (stereo unspecified)
29	17	-18	COC(=O)c1ccc(-c2ccc(/C=N/NC(=O)CC3(C)OCCCO3)o2)cc1
30	22	-4	CC(=O)Nc1ccc(-n2c(C)nc(=O)c(-c3ccccc3)c2C)cc1
31	34	-21	Cc1sc(NC(=O)C2CCCCC2C(=O)O)c(C(N)=O)c1-c1ccc(C(C)C)cc1 (stereo unspecified)
32	4	-7	Cc1ccc(C(C)C)cc1OCC(=O)NCCCn1ccnc1
33	4	-9	Cc1ccc(C(=O)COC(=O)CNC(=O)c2ccccc2)s1
34	10	-13	COc1ccc(C(=O)COC(=O)c2sc(C)nc2C)cc1F
35	21	-18	CCOc1ccc(CCNC(=O)CCCN2C(=O)c3ccccc3C2=O)cc1OCC
36	30	-3	CCC1=NN(C(=O)C(=O)Nc2ccc(Br)cc2)C(O)(C(F)(F)F)C1 (stereo unspecified)
37	22	7	CCc1cccc(OCC(=O)Nc2ccc(C(=O)O)cc2NC(=O)COc2cccc(CC)c2)c1

Other records
41. CC1CC(C)CN(CCCNS(=O)(=O)c2cc(Br)cc3c2N(C(=O)C2CC2)CC3)C1 (stereo unspecified)
42. Cc1cccc(C2Nc3cccc4cccc(c34)N2)c1
43. O=S(=O)(c1ccc2nc(N3CCN(c4ccc(F)cc4)CC3)ccc2c1)N1CCCCC1
44. O=C1COc2ccc(-c3csc(=Nc4ccc(OC(F)F)cc4)n3CC3CCCO3)cc2N1 (stereo unspecified)
45. COc1ccc(C(=O)N2CCOC2CNC(=O)C(=O)NCc2ccco2)cc1 (stereo unspecified)
46. Nn1c(SCC(=O)NNC(=O)c2ccccc2)nnc1-c1ccccc1F
47. COc1ccc(C(=O)CSc2n[nH]c(=O)[nH]c2=O)cc1
48. Cc1ccc(N2CC(C(=O)N(C)CC(=O)Nc3ccc(Cl)c(C(F)(F)F)c3)CC2=O)cc1 (stereo unspecified)

assay / compound	41	42	43	44	45	46	47	48
OX1R antag-1	22	2	9	9	26	18	13	21
OX1R antag-2	-36	-17	-16	-23	-8	4	-15	-20

49. COCCn1c(SCC(=O)N2CCCc3ccccc32)nc2ccccc2c1=O
50. COc1ccc(S(=O)(=O)N2CCOC2CNC(=O)C(=O)NCCc2ccccc2)cc1OC (stereo unspecified)
51. CCOC(=O)c1c(C)[nH]c(C(=O)O)c1C
52. COCCNc1nc(N)c([N+](=O)[O-])c(NCCO)n1
53. Cc1occc1C(=O)N/N=C/c1ccc(-c2cccc([N+](=O)[O-])c2)o1
54. O=C(CCN1CCCCC1)Nc1ccc(Br)cc1
55. O=S(=O)(Nn1cnnc1)c1ccccc1Cl
56. COc1ccc(C2CC(=O)c3cnn(-c4nc(C)cc(C)n4)c3C2)cc1OC (stereo unspecified)

assay / compound	49	50	51	52	53	54	55	56
OX1R antag-1	53*	10	11	16	15	13	0	7
OX1R antag-2	2	-20	-4	-2	-18	-7	1	-14

57. C#CCOCCOCCOCCNc1nc(N2CCOCC2)nc(N2CCN(C(=O)[C@H](Cc3cc4ccccc4[nH]3)n3cc([C@@H](N)C(C)CC)nn3)CC2)n1 (stereo partly specified)
58. COc1ccc(CC(=O)Nc2ccc(S(=O)(=O)N3CCC(C)CC3)cc2)c(OC)c1
59. CC(=O)NC1=NN(C(C)=O)C(c2cccs2)S1 (stereo unspecified)
60. Cc1ccc(C(=O)c2ccccc2C(=O)O)cc1C
61. CC(=O)NC(c1ccc(Cl)cc1)c1c(O)ccc2ccc(O)cc12 (stereo unspecified)
62. Cc1ccsc1-c1nc(CN(C)C(C2CC2)C2CC2)c(C)o1
63. Cc1n[nH]c(=S)n(/N=C/c2cccs2)c1=O
64. CCOc1ccccc1NC(=O)Nc1cc(OC)ccc1OC

assay / compound	57	58	59	60	61	62	63	64
OX1R antag-1	30	-4	9	-2	10	19	13	5
OX1R antag-2	-2	-23	1	-9	-18	-42	1	-11

65. O=C(CSc1nc2ccccc2o1)N1CCN(C(=O)c2ccco2)CC1
66. CCCS(=O)(=O)c1c(S(=O)(=O)CCC)c2cnccn2c1C(=O)c1ccc(CC)cc1
67. Cc1ccccc1C(=O)NCC(=O)Nc1ccc(C)c(S(=O)(=O)N2CCCCCC2)c1
68. CC(Cc1ccccc1)(NC(=O)CN)c1ccccc1 (stereo unspecified)
69. CCOC(=O)C1CCN(S(=O)(=O)c2cn(C)cn2)CC1
70. CCn1c(SCC(=O)NCC2CCCO2)nnc1-c1ccccc1OC (stereo unspecified)
71. CCCNC(=O)C1(CC2CC(c3ccccc3)=NO2)CCN(C(=O)OC(C)(C)C)CC1 (stereo unspecified)
72. N=c1c(C(=O)NCCN2CCOCC2)cc2c(=O)n3ccccc3nc2n1CCCN1CCOCC1

assay / compound	65	66	67	68	69	70	71	72
OX1R antag-1	18	18	22	20	16	1	18	69*
OX1R antag-2	-17	-35	-19	-14	-2	-4	-14	-4

73. COc1cccc(C2SCC(=O)N2c2cccc(C)c2)c1OC (stereo unspecified)
74. CS(=O)(=O)c1cccc(C(=O)Nc2nnc(C3=COCCO3)o2)c1
75. O=C(NCc1ccco1)C1CCCCC1
76. O=S(=O)(c1ccccc1)N1CCN(CC(O)COc2ccc3c(c2)CCC3)CC1 (stereo unspecified)
77. CCC(=O)N1CCN(c2ccc(Cl)cc2NC(=O)c2cccc([N+](=O)[O-])c2)CC1
78. COc1cc(NC(=S)NNC(=O)C(C)(C)O)cc(OC)c1
79. Cc1nc2nc(NCc3cccs3)nn2c(C)c1Cl
80. Cc1ccc(-n2nc3c(c2NC(=O)C(C)C)CS(=O)(=O)C3)cc1

assay / compound	73	74	75	76	77	78	79	80
OX1R antag-1	6	19	7	5	24	7	6	31
OX1R antag-2	-23	3	-1	-21	-15	-12	-14	-2

81. COc1ccc(CNC(=O)C(C)n2ccc3cc(S(=O)(=O)N4CCCCCC4)ccc32)cc1 (stereo unspecified)
82. CC1=C(C)CC(C(=O)NCc2ccccn2)C(C(=O)O)C1 (stereo unspecified)
83. NC(=O)c1c(NC(=O)COC(=O)c2ccc(S(=O)(=O)Nc3ccccc3)cc2)sc2c1CCCC2
84. Cc1ccc(C)c(S(=O)(=O)C(C#N)c2nc3ccccc3nc2N2CCCC2)c1 (stereo unspecified)
85. CCn1cc(CN2CCC(n3nccc3NC(=O)CCOc3ccccc3)CC2)cn1
86. CCN(CC)c1ccc(C(=O)NNC(=O)CCNC(=O)c2ccccc2)cc1
87. CCOC(=O)/C=c1\s/c(=C\c2ccc3c(c2)OCCO3)c(=O)n1CC(=O)NCC1CCCO1 (stereo unspecified)
88. O=C(Nc1nc2ccc(Oc3ccccc3)cc2s1)c1cc([N+](=O)[O-])ccc1N1CCOCC1

assay / compound	81	82	83	84	85	86	87	88
OX1R antag-1	9	19	8	23	13	15	16	28
OX1R antag-2	-9	-5	-7	-15	-9	16	103*	-18

89. NC(=O)N(CCC(=O)O)c1ccccc1
90. Cn1nccc1C(=O)Nc1ccc2c(c1)OCCO2
91. N#Cc1c(-c2ccccc2)c(-c2ccccc2)nn(CC(=O)NNC(=O)Nc2ccc(Cl)cc2)c1=O
92. CN(CC(=O)Nc1ccc(Cl)c(C(F)(F)F)c1)C(=O)CCc1nc2ccccc2c(=O)[nH]1

assay / compound	89	90	91	92
OX1R antag-1	3	-2	6	2
OX1R antag-2	-4	-3	-22	-19

High-throughput results from PubChem.
